Source: PubChem BioAssay
LDHA block = LDHA (human) enzyme inhibition | P00338 | purified LDHA, NADH/diaphorase-resazurin fluorescence; active compounds read low | activity change, % (values are at about 110 or 230 µM) | actives 0.15% (n = 480,000) | AID 1347041; in the data active means activity change below about -30%; inconclusive means mostly about -25% to -30%;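 further: plate controls were DMSO wells for no effect and wells without enzyme for full effect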
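Human LDH5 (2 nM) was incubated with 0.06 mM NADH and 0.2 mM pyruvate for 5 min at room temperature in Tris pH 7.4. Remaining NADH was coupled through diaphorase/resazurin, and resorufin fluorescence was read at 0 and 20 min.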
BLM helicase inh = Bloom syndrome helicase (human) inhibition. recombinant BLM DNA unwinding, fluorescence dequenching. Potency, µM (series often up to 56.1 µM), inactives show top-dose activity change, negative = inhibition, hits mostly inhibitors. actives 0.2% (n = 350,000). P54132;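 further: potency means the concentration at half of the fitted maximal effect; plate controls were vehicle for no effect and no enzyme for full effect; nearly all actives have a fitted effect of over 35% in size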
POLI inh = inhibitors of human DNA polymerase iota. Pol iota fluorescent replication assay, 10 min. Potency, µM (doses to about 115 µM), inactives show at the highest dose activity, negative = inhibition, actives largely listed as inhibitors. actives 1% (n = 390,000). AID 588590; further: potency means the concentration at half of the fitted maximal effect
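Pol iota at 10 nM preincubated 15 min with compounds at room temperature; reaction started with fluorescent substrate, 50 nM final. Fluorescence read kinetically at 0 and 10 min; buffer-only wells as negative control.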
POLH inh = blocks human DNA polymerase eta activity. recombinant Pol eta, fluorescent DNA replication assay. Potency, µM (doses to about 114 µM), without a hit: at the highest dose activity change, negative = inhibition, usual class: inhibitors. actives 1.2% (n = 390,000); further: potency means the concentration at half of the fitted maximal effect; on the % scale 0 is the no-effect control and ±100 the full control effect
Target sequence (Q9Y253 whole entry, looked up): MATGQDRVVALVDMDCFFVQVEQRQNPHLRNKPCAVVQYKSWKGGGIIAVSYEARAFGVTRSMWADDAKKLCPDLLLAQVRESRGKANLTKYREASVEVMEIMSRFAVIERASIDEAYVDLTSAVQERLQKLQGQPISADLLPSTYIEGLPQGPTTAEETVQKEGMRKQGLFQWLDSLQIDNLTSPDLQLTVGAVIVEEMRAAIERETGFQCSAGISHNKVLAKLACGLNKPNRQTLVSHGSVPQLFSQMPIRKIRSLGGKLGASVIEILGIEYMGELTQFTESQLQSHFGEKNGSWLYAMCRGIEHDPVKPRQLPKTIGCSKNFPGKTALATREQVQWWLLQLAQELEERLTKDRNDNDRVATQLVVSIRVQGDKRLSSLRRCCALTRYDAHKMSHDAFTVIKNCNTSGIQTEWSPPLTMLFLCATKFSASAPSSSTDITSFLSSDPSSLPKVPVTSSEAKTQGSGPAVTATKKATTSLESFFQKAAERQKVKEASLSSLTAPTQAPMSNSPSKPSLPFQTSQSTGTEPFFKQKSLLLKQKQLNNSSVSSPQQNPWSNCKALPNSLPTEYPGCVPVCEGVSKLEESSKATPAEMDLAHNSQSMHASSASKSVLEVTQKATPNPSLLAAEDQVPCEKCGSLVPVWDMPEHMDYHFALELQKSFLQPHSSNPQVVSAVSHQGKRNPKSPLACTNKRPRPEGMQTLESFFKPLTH
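Pol eta at 10 nM preincubated with compounds 15 min at room temperature; reaction started with fluorescent substrate (50 nM final) and read kinetically at 0 and 10 min.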
Apoferritin bind = candidate novel general anesthetic via apoferritin binding. apoferritin/1-aminoanthracene competitive binding, fluorescence. P02791. AID 485281. Potency, µM (top dose mostly 77.5 µM), inactives show at the highest dose activity change, negative = displacement, hits mostly inhibitors. actives 0.074% (n = 350,000); further: potency means the concentration at half of the fitted maximal effect; on the % scale 0 is the no-effect control and ±100 the full control effect; nearly all actives have a fitted effect of over 20% in size
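In PBS, apoferritin at 10 uM is loaded with 1-AMA from a 50% saturated solution. After 10 min of compound exposure at ambient temperature, reduced 535 nm fluorescence indicates probe displacement.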
POLB inh = inhibitors of human DNA polymerase beta | P06746 | Pol beta primer extension/strand displacement, fluorescence kinetic | Potency, µM (series often up to 114 µM), without a hit: at the top dose activity change, negative = inhibition, usual class: inhibitors | actives 1.3% (n = 340,000) | AID 485314; further: potency means the concentration at half of the fitted maximal effect; on the % scale 0 is the no-effect control and ±100 the full control effect
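Reaction started by 50 nM substrate onto compound-treated Pol beta (10 nM, 15 min preincubation, room temperature); plates read at 0 min and 10 min. Normalized concentration-effect data fitted by four-parameter Hill equation.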
Pol kappa inh = inhibitors of human DNA polymerase kappa | AID 588579 | purified Pol kappa, fluorescent DNA synthesis assay, 10 min | Potency, µM (doses to about 107 µM), inactives show at the top dose activity, negative = inhibition, hits mostly inhibitors | actives 0.53% (n = 400,000); further: potency means the concentration at half of the fitted maximal effect; on the % scale 0 is the no-effect control and ±100 the full control effect
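Enzyme at 10 nM met test compounds for 15 min at room temperature. Substrate addition (50 nM final) began the reaction, which was monitored by fluorescence at 0 and 10 min.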
GRP78 ERSR act = ER stress response induction in glioma | AID 602332 | U87-MG GRP78 promoter luciferase reporter, 16 h | Potency, µM, inactives show top-dose activation, actives largely listed as activators | actives 0.02% (n = 420,000); further: potency means the concentration at half of the fitted maximal effect; series mostly up to about 76 µM; % of control where 0% means no effect; nearly all actives have a fitted effect of over 35% in size
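ERSR induction read as luciferase luminescence (Bright-Glo, 10 min at room temperature) in stably transfected human U87-MG glioma cells exposed to compounds for 16 h, using GRP78 as sensor.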
APE1 inh = blocks human APE1 abasic DNA cleavage; recombinant APE1, TAMRA/BHQ-2 abasic DNA cleavage fluorescence; Potency, µM (titrated, usually from 65.8 µM), for the others: at the top dose activity change, negative = inhibition, most hits filed as inhibitors; actives 0.35% (n = 350,000); AID 2517;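 further: potency means the concentration at half of the fitted maximal effect; plate controls were vehicle for no effect and reference inhibitor for full effect; nearly all actives have a fitted effect of over 55% in size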
Target sequence (P27695 whole entry, looked up): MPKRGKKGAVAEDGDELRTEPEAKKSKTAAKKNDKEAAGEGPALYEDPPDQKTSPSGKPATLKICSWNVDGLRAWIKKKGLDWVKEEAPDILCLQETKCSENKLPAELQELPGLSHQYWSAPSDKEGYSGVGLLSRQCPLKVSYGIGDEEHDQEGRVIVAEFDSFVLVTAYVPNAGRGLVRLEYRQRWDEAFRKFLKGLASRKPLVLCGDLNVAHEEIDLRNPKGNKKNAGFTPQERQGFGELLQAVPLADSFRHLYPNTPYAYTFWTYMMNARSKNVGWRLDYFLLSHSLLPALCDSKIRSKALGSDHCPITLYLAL
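0.75 nM APE1 + cpd, 15 min RT; start w/ 50 nM TAMRA/BHQ-2 THF-abasic dsDNA; kinetic fluor 525/598 nm ×3 reads @60 s; Δ(read3−read1); normalized to DMSO and NSC13755 control wells.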
Numbers without * were called inactive; u = inconclusive; x = no result given; & = joins results of further samples; [ ] = dose if it differs, or a comment. Unless noted, the call rests on the fitted dose curve; in most records, active means well fitted curve in the direction sought with a large enough effect; inconclusive means small, poorly fitted or top-dose-only effect, or another doubt; inactive means no such curve, though single readings can be large; an effect the other way counts as inactive or inconclusive. This is a subset, so the mix of outcomes need not match the whole.

#	mol	LDHA block	BLM helicase inh	POLI inh	POLH inh	Apoferritin bind	POLB inh	Pol kappa inh	GRP78 ERSR act	APE1 inh
1	Cc1cccc(CN2CCN(Cc3nc4c(s3)CCCC4)CC2CCO)n1 (stereo not given)	1	-3%	18%	-12%	-8%	43%	8%	1%	16%
2	O=S(=O)(c1ccc(Br)cc1)N1CCN(Cc2ccco2)CC1	-1	-1%	-14%	-14%	-5%	3%	-4%	-4%	14%
3	COc1cc2c(cc1OC)n(Cc1cccc(C(F)(F)F)c1)c(=O)n1nc(-c3ccccc3)nc21	2	-6%	-13%	-8%	-3%	1%	-12%	-2%	x
4	CC(Oc1ccc2c(-c3ccccc3)cc(=O)oc2c1)C(=O)N1CCOCC1 (stereo not given)	-3&5	x	13%	-15%	x	x	11%	-1%	5%
5	CN(C)c1ccc(C2N(C(=O)N3CCOCC3)CCN2S(=O)(=O)c2ccccc2)cc1 (stereo not given)	-7	1%	26%	-22%	-16%	3%	5%	-4%	-2%
6	Cc1ccc(-n2nc(CO)c(C(=O)NCCc3ccccc3)n2)cc1C	-13	0%	-10%	-8%	0%	0%	-24%	4%	x
7	FC(c1nc2ccccc2[nH]1)C(F)(F)F (stereo not given)	-10	1%	138%[activator]	2%	-2%	1%	4%	2%	4%
8	COC(=O)c1ccccc1NC(=O)CCCn1c(=O)c2cccn2c2cccnc21	-8	-2%	9%	2%	-7%	13%	-18%	-3%	x
9	O=C(O)c1ccccc1Sc1c([N+](=O)[O-])cc(C(F)(F)F)cc1[N+](=O)[O-]	2	-5%	66%[activator]	-25%	-9%	1%	-5%	u	1%
10	CNCCCC12CCC(c3ccccc31)c1ccccc12	-3&-7&-16	-7%	11%	-14%	-4%&-7%&6%&-2%&-7%	6%	-7%[60.1 µM]	-8%&-2%&-2%&0%&-3%&-3%&-2%&-5%	-1%
11	CCCc1cc(-c2[nH]ncc2-c2ccc3c(c2)OCCCO3)c(O)cc1OC	x	-16%	x	x	-13%	7%	x	x	-2%
12	COc1cccc(NC(=O)c2cnn(-c3ccccc3)c2-n2cccc2)c1	-6	-4%	-13%	-14%	43%[activator]	1%	-21%[60.1 µM]	-2%	x
13	CC(OC(=O)C1CCCO1)C(=O)NC1CCCC1 (stereo not given)	-6	3%	3%[58.9 µM]	-16%	-8%	0%	3%	-3%	-1%
14	CCCc1ccc2oc(C(=O)N3CCNC(=O)C3CC(=O)OC)c(C)c2c1 (stereo not given)	-1	1%	23%	-23%	-14%	4%	-6%	0%	6%
15	CCNC(=O)C(=O)Nc1ccc2c(c1)N(S(=O)(=O)c1cccs1)CCC2	-3	x	30%[activator]	-18%	x	x	-10%	-4%	-9%
16	O=C(NC1CCCc2ccccc21)C1CCN(S(=O)(=O)c2ccccc2F)CC1 (stereo not given)	-2	-2%	28%	-4%	6%	29%	-8%	-7%	8%
17	COCCn1c(N)c(NCc2ccccc2)c(=O)[nH]c1=O	-2	-1%	-13%	-4%	-4%	16%	-10%	-2%	20%
18	CCCCc1ccc(N=N/C(C(=O)Nc2ccccc2OC)=C(/C)O)cc1	1	4%	5%	-19%	-5%	15%	-3%	-4%	5%
19	O=C(CC1OC(=O)c2ccccc21)Nc1cc(Cl)ccc1N1CCCC1 (stereo not given)	-6	x	-27%	0%	x	x	-7%	-7%	-7%
20	COc1ccc(Br)c(/C=N/NC(=O)COc2ccc(-c3ccccc3)cc2)c1	-11	-7%	u	-6%	-18%	2%	-2%	-4%	4%
21	C=CCSc1ccccc1C(=O)Nc1ncn[nH]1	-4	1%	-7%	-3%	-14%	63%	-5%	0%	-4%
22	CCN(CC)CCn1c(N)c(S(=O)(=O)c2ccccc2)c2nc3ccccc3nc21	-7	-1%	-10%	-6%	60%[activator]	4%	-8%	-2%	-3%
23	O=c1[nH]nc(Cc2ccc3ccccc3n2)c2ccccc12	-10	2%	7%	-12%	-10%	4%	2%	4%	2%
24	CC(C)C(=O)Nc1cccc(NC(=S)NC(=O)c2ccc(Cl)cc2)c1	-6	1%	5%	1%	u	-11%	1%	8%	-5%
25	COc1ccc(CC(=O)N/N=C/C=C/c2ccc3c(c2)OCO3)cc1OC	-7	-7%	u	30%[activator]	-16%	-20%	-20%	1%	14%

Gathered by group, those above containing an aryl thioether with sulfur outside any ring.
#	mol	LDHA block	BLM helicase inh	POLI inh	POLH inh	Apoferritin bind	POLB inh	Pol kappa inh	GRP78 ERSR act	APE1 inh
9	O=C(O)c1ccccc1Sc1c([N+](=O)[O-])cc(C(F)(F)F)cc1[N+](=O)[O-]	2	-5%	66%[activator]	-25%	-9%	1%	-5%	u	1%
21	C=CCSc1ccccc1C(=O)Nc1ncn[nH]1	-4	1%	-7%	-3%	-14%	63%	-5%	0%	-4%

Next section:
#	mol	LDHA block	BLM helicase inh	POLI inh	POLH inh	Apoferritin bind	POLB inh	Pol kappa inh	GRP78 ERSR act	APE1 inh
26	OC(CNCCc1ccc(Cl)cc1)COc1ccc2ccccc2c1 (stereo not given)	-2	-5%	71%[activator]	-18%	u	-1%	0%	-12%	-4%
27	CCC1(C)Cc2c(sc3nnn(Cc4ccccc4Cl)c(=O)c23)CO1 (stereo not given)	6	-3%	11%	-15%	u	0%	-9%	-3%	-5%
28	O=C(NCc1ccc2c(c1)OCO2)C1CC(=O)N(CCc2ccc(Cl)cc2)C1 (stereo not given)	-4	-3%	37%[activator]	u	-10%	1%	-5%	1%	3%
29	COc1ccc(C2N(C(=O)N3CCOCC3)CCN2S(=O)(=O)c2ccc(C)cc2)cc1 (stereo not given)	6	-1%	-16%[58.9 µM]	-3%	-7%	0%	7%	-4%	3%
30	COC(=O)CNC(=O)C(C)(C)Oc1ccc(Cl)cc1	-3	-3%	-2%	-15%	-13%	12%	1%	-4%	0%
31	Cn1nc(C(=O)NCC(=O)Nc2ccc(F)c(F)c2F)c2ccccc2c1=O	-6	x	-9%	-18%	x	x	-13%	-3%	6%
32	O=C(CC(c1ccccc1)c1ccco1)Nc1nccs1 (stereo not given)	-1	-3%	-3%	-9%	4%	7%	-7%	-3%	-2%
33	CC(=O)N1CCN(c2ccc(NC(=O)/C=C/c3ccccc3)cc2)CC1	-5	-7%	45%[activator]	-5%	-5%	13%	-7%	5%	-5%
34	O=C(Cc1csc(NC(=O)c2ccc(F)cc2)n1)NO	-1	-5%	10%	2%	-10%	4%	-19%	4%	-5%
35	COC(=O)c1cc2c(ccn2-c2ccc(F)cc2)n1CC(=O)N1CCN(C(=O)c2ccco2)CC1	0	-1%	6%	-4%	5%	17%	6%	-3%	0%
36	O=C(CSc1nnnn1-c1ccccc1)NCc1cccs1	1	-3%	-1%	-7%	-12%	35%	-14%	1%	-2%
37	CC(C)[C@H]1COCCS(=O)(=O)N1Cc1ccc(Cl)cc1	4	-7%	-3%&10%	-7%	-14%	2%	-5%&-1%	-3%&0%	2%
38	COc1ccc(C(=O)Nc2cc(-c3cccc(C)c3)nn2-c2ccccc2)cc1	-5	-11%	-17%	-7%	45%[activator]	10%	-15%[60.1 µM]	2%	x
39	CCOC(=O)C1=C(C)NC(=O)NC1c1ccc(OCC(=O)N2CCCCC2)cc1 (stereo not given)	-11	1%	3%	-4%	-9%	38%	-12%	1%	0%
40	O=C(C1CCC(N2C(=O)C3CC=CCC3C2=O)CC1)N1CCCCC1 (stereo not given)	-4	4%	30%	0%	3%	-4%	6%	-4%	3%
41	COCCCn1c(=S)[nH]c2ncccc2c1=O	-8	-1%	36%[activator]	4%	-7%	48%	-12%	-4%	-4%
42	CCOc1ccccc1/C=N/Nc1nc(C)cc(=O)[nH]1	0	-1%	-18%	1%	-6%	19%	2%	-1%	23%
43	COc1ccc(CNc2ncnc3c2nnn3C)cc1	-6	0%	17%	-10%	-10%	16%	-16%[60.1 µM]	-2%	x
44	CCCCOc1ccc(C2C(C(=O)c3cccs3)=C(O)C(=O)N2CCN2CCOCC2)cc1 (stereo not given)	1	1%	11%	-12%	u	35%	-5%	-5%	-15%
45	COc1ccc(C(=O)N/C(=C\c2ccccc2)C(=O)Nc2cccc(C(=O)O)c2)cc1	1	-3%	47%[activator]	-18%	-2%	-1%	-3%	-3%	7%
46	Cc1cccc2cc(COC(=O)C3CCCO3)c(=O)[nH]c12 (stereo not given)	-11	2%	6%	-1%	-17%	28%	-4%	-2%	-1%
47	COC(=O)c1c(NC(=O)c2ccc(C)cc2)sc(Cc2ccccc2)c1C	-3	-3%	-8%	-2%	-9%	3%	-9%	-2%	0%
48	Cc1ccc2oc(C(=O)NCC(c3ccc(Cl)cc3)N3CCOCC3)c(C)c2c1 (stereo not given)	2	-12%	35%[activator]	u	-11%	-29%	-6%	-3%	x
49	COc1ccc(Cc2nc(-c3ccc(NC(=O)c4cccnc4)cc3)no2)cc1	-8	1%	-3%	-9%	3%	0%	-4%	-5%	2%
50	COc1ccc(-c2nnn(CC(=O)N(Cc3ccccc3Cl)C(C(=O)NCC3CCCO3)c3ccco3)n2)cc1OC (stereo not given)	6	-4%	5%	-5%	-15%	11%	-27%	2%	-8%
51	CCOC(=O)c1[nH]c2ccc(OCC)cc2c1NC(=O)CN1CCCC(C)C1 (stereo not given)	2	8%	4%	-9%	0%	-1%	-11%	-5%	1%
52	O=C(Nc1ccc(N2CCOCC2)nc1N1CCOCC1)c1cccc(C(F)(F)F)c1	22	-3%	-1%[58.9 µM]	-24%	-1%	4%	-2%	-5%	0%
53	Cn1cccc1C(C#N)c1ncc(C(F)(F)F)cc1Cl (stereo not given)	-3	-7%	43%[activator]	-16%	u	13%	-16%	-4%	-1%
